# Screens deposited in PubChem by several laboratories.
# MrgX1 antagonist: blocks BAM8-22 activation of human MrgX1 receptor. Q96LB2. MRGX1-HEK293 calcium flux, Fluo-4, BAM8-22 antagonism; hits give low values. B-score at 10 µM. hit rate 1.3% among 310,000. AID 588676;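 active = calcium-response B-score plate-corrected more than 3 library SD below zero, starting fluorescence within 5 deviations, no agonist response on first addition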;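 note: peak minus trough fluorescence over baseline after final BAM8-22 challenge near maximal dose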
# Platelet DG rel: platelet dense granule release activity | human platelet-rich plasma, SFLLRN dense granule ATP release, luminescence | AID 1663 | inhibition, %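 (compounds screened at 7.5 µM in platelet-rich plasma)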 | hit rate 0.22% among 300,000;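 active = mean replicate score, as percent of positive control, at or above 50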
# TRPC4 block: blocks the mouse TRPC4 cation channel; Q9QUQ5; HEK293 TRPC4beta/mu-opioid, DAMGO-evoked Fluo4 calcium flux; hits give low values; B-score at 10 µM; hit rate 0.39% among 300,000;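 active = B-score over 3 SD under the library average, no early fluorescence shift, positive overall ratio signal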
#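 System: stable TRPC4beta/mu-opioid receptor HEK293 cells; Dosing: single-point compound dosing; Measured by: Fluo4 Ca2+ flux fluorescence; Read-out basis: per-well B score of integrated baseline-normalized Fluo4 ratio.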
# MrgX1 allo act: allosterically activates human MrgX1 receptor signaling | MrgX1-HEK293, Fluo-4 calcium flux, FDSS; hits give high values | B-score at 10 µM | hit rate 0.63% among 310,000 | AID 588675;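 active = plate-corrected calcium response at least 3 library SD above typical, normal starting fluorescence, not activating the receptor alone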;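 note: compound read alongside a low EC10 to EC30 dose of BAM8-22 agonist; peak minus trough fluorescence over baseline measured at the second addition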
# RGS4 pot: potentiators or activators of RGS4. B-score at 10 µM. HEK293 M3R/inducible RGS4, carbachol calcium flux Fluo4; hits give low values. hit rate 0.92% among 310,000;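 active = B-score of the integrated calcium signal more than 4 SD below the library mean, with starting fluorescence not abnormally high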;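 note: negative B-score means reduced calcium response which marks RGS4 activation or potentiation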
#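 Assay system: HEK293 FlpIn-TREx cells, stable M3R, doxycycline-inducible RGS4 / Probe or stimulus: carbachol, ECmax concentration / Times: overnight RGS4 induction, 30 min dye load 37 °C, 20 min compound RT / Signal: kinetic calcium fluorescence imaging with Fluo4-AM dye, 2 µM / Measure: Agonist-evoked peak-minus-minimum fluorescence over baseline, integrated ratio, B score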
# HIF activator: HIF pathway transcriptional activation; activation, % at 7.5 µM (by protocol); U2OS HRE-luciferase reporter, luminescence; normalized: DMSO 0%, desferrioxamine 100%; hit rate 0.32% among 300,000;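 active = mean activation of at least 10% of the iron chelator positive control signal, with at least half of replicates also reaching 10%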
# SKKanGAS inh: SKKanGAS growth inhibition; S. pyogenes SKKanGAS, kanamycin growth, BacTiter-Glo, 6 h; inhibition, % at 7.5 µM; hit rate 1.3% among 300,000; AID 1662;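 active = mean replicate score, as percent of positive control median, at least 50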;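 note: strain carries kanamycin resistance gene driven by streptokinase promoter and grows in 40 µg/ml kanamycin; loss of luminescence reflects streptokinase promoter inhibition or plain growth inhibition; 0% = median of DMSO wells and 100% = positive control at its reference dose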
# TRPC6 act: mouse TRPC6 channel activation | B-score at 10 µM | hit rate 0.13% among 310,000 | Q61143 | HEK293-TRPC6 membrane potential dye fluorescence; hits give high values;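 active = B-score of the integrated fluorescence ratio above library mean plus 3 SD, and starting fluorescence ratio within library mean plus 5 SD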;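 note: higher score means more depolarization so channel activation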
# Target sequence (Q61143 whole entry, looked up): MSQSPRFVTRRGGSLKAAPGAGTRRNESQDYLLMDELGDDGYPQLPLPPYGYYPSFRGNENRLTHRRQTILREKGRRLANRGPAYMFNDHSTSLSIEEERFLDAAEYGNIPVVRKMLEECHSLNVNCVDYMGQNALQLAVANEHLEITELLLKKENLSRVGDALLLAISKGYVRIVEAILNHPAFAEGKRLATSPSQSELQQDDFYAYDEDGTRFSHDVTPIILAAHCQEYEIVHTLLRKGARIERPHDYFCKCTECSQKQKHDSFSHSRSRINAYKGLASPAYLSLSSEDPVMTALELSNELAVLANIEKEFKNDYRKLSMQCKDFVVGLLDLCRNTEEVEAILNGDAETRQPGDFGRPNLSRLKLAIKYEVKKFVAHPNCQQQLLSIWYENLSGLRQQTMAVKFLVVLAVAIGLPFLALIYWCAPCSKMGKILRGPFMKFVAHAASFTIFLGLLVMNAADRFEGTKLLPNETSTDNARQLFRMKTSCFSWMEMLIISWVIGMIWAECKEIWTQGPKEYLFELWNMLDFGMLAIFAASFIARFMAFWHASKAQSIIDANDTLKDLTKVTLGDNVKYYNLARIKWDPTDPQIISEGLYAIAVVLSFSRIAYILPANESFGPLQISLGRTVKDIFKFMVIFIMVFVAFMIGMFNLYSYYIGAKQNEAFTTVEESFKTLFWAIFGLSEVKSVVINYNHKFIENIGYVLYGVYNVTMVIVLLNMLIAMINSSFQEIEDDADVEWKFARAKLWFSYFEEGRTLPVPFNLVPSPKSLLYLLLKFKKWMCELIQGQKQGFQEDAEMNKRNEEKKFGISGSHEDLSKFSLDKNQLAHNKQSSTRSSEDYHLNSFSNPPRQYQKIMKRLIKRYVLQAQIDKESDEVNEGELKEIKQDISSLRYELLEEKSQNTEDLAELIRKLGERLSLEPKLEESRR
# RGS4 block: human RGS4 inhibition | HEK293 M3R/RGS4 inducible, Fluo-4 calcium flux; hits give high values; triggered by carbachol at its EC20 | B-score at 10 µM | hit rate 0.45% among 310,000 | P49798;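 active = B-score, a plate-corrected calcium signal, over three deviations above library mean, with baseline fluorescence within five deviations of library mean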;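 note: RGS4 expression induced by doxycycline in cells with stable M3 receptor; B-score is computed from the integrated fluorescence ratio over baseline after carbachol; higher B-score means a larger calcium signal and so more RGS4 inhibition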
# Target sequence (P49798 whole entry, looked up): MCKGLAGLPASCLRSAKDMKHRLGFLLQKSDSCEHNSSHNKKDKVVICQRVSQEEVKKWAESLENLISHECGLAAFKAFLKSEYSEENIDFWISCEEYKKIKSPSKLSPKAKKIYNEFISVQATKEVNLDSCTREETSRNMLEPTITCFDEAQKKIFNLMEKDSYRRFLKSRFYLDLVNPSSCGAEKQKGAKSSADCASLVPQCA
# TRPC6 inhibitor: inhibitors of mouse TRPC6 channel | HEK293-TRPC6, membrane potential dye, ACh-evoked depolarization; hits give low values | hit rate 1.1% among 310,000 | B-score at 10 µM;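 active = B-score under library mean minus 3 SD, initial fluorescence not abnormally high, positive integrated signal ratio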;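 note: B-score derived from integrated fluorescence ratio over the kinetic read; more negative B-score means stronger inhibition of depolarization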
# MrgX1 ag: agonists of human MrgX1 receptor. B-score at 10 µM. Q96LB2. hit rate 0.44% among 310,000. MrgX1-HEK293 cells, Fluo-4 calcium fluorescence, agonist mode; hits give high values. AID 588627;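 active = calcium response B-score plate-corrected fluorescence ratio at least 3 library SD, with starting fluorescence B-score inside 5 SD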
#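 Material: MrgX1-expressing HEK293 cells / Dosing: compound as first of three additions / Incubation: overnight seeding, then 1 h dark dye loading / Signal: Fluo-4 NW calcium fluorescence / Evaluation: B-scored fluorescence response ratio / Benchmarks: positive and negative control wells on each plate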
# An asterisk follows results filed as active; i = inactive; . = no result given. Compounds as they come. About 6.1% of those tested had a hit in this group.
SMILES,MrgX1 antagonist,Platelet DG rel,TRPC4 block,MrgX1 allo act,RGS4 pot,HIF activator,SKKanGAS inh,TRPC6 act,RGS4 block,TRPC6 inhibitor,MrgX1 ag
CC(=O)Nc1ccc(N(C(=O)c2ccco2)C(C(=O)NC2CCCCC2)c2ccccc2)cc1 (configuration not stated),i,-10,i,i,i,1.9,3,i,i,i,i
Cc1sc2ncnc(N/N=C/c3ccccc3O)c2c1C,i,6,i,i,i,-0.1,94*,i,i,i,i
CCNc1cc(Nc2c(C)n(C)n(-c3ccccc3)c2=O)c([N+](=O)[O-])c2nonc12,i,19,i,i,i,-0.3,-2,i,i,i,i
C=CCN(c1ccccc1)S(=O)(=O)c1cccc(C(=O)NCC2CCCO2)c1 (configuration not stated),i,16,i,i,i,-0.2,-1,i,i,i,i
Cc1cc(C)cc(NCc2cc(=O)oc3cc(C)c(O)cc23)c1,i,4,i,i,i,-1.4,38,i,i,i,i
C#CCNC(=O)C1=C[C@@H](c2ccc3c(c2)OCO3)C[C@@H](OCCCCO)O1,i,-1,i,i,i,0.2,3,i,i,i,i
Cc1cc(C2=NNC(=NCCc3ccccc3)SC2)c(C)n1CC1CCCO1 (configuration not stated),i,-2,i,i,i,0.8,-4,i,i,i,45*
COc1ccc(CNC(=S)Nc2cccc(F)c2)cc1,i,-10,i,i,i,-6.6,3,i,i,i,i
CC1=NN(C(C#N)c2ccccc2C)C(c2ccccc2)C1 (configuration not stated),i,3,i,i,i,0.4,-5,i,i,i,i
Cc1ccc(N2C(N)=NC(N)=NC23CCCC3)c(C)c1,i,0,i,i,i,0.1,-3,i,i,i,i
COc1ccc(OCC(=O)NNC(=O)c2cccs2)cc1,i,9,i,i,i,-0.8,-3,i,i,i,i
O=C1NC2(Nc3ccccc31)C(=O)Nc1ccc(Br)cc12 (configuration not stated),i,-9,i,i,i,0.1,-1,i,i,i,i
Cc1ccccc1C(=O)NCCNC(=O)c1ccco1,i,2,i,i,i,-0.2,8,i,i,i,i
CC(C)CN(C(=O)Cn1c(=O)cnc2ccccc21)C1CCS(=O)(=O)C1 (configuration not stated),i,-8,i,i,i,0.2,-2,i,i,i,i
S=c1nc(-c2ccccc2)n(CCCn2ccnc2)c2c1CCCC2,i,-8,i,i,i,-0.2,-4,i,i,i,i
O=C(CSc1ncnc2c1oc1ccccc12)Nc1nc2ccccc2s1,i,-22,i,i,i,0.0,-6,i,i,i,i
O=C(CCc1nc(-c2ccc(Cl)cc2)no1)NCC1CCCO1 (configuration not stated),i,3,i,i,i,0.5,1,i,i,i,i
COc1ccc(N2CCN(S(=O)(=O)c3cccc4cccnc34)CC2)cc1,i,13,i,i,i,.,-4,i,i,i,i
CCNC(=O)C(Cc1ccccc1)NC(=O)OCc1ccccc1 (configuration not stated),i,-8,i,i,i,-0.3,-8,i,i,i,i
COc1cc(/C=C2/SC(=S)N(CCC(=O)Nc3ccccc3)C2=O)cc(OC)c1OC,i,2,i,i,i,-0.9,14,i,i,i,i
CC1(C)Cc2c(C#N)c(N3CCCC3)nc(-c3ccco3)c2CO1,i,-7,i,i,i,0.0,3,i,8.5*,i,i
CC(C)c1ccc(N(C)C(=O)Cc2c(C(=O)O)n(C)c3ccccc23)cc1,i,4,i,i,i,-0.8,0,i,i,i,i
Nc1c(C(=O)c2ccc(Cl)cc2)sc2nc3c(cc12)CCC3,i,-20,i,i,i,2.7,-11,i,i,i,i
CC(Oc1cc2oc(=O)c3c(c2cc1Cl)CCCC3)C(=O)NCC1CCC(C(=O)O)CC1 (configuration not stated),i,-2,i,i,i,-0.4,9,i,i,i,i
Cc1cc(S(=O)(=O)N2CCOCC2)ccc1OCC(=O)Nc1cccc(C(F)(F)F)c1,i,-1,i,i,i,-0.1,-5,i,i,i,i

# Just SKKanGAS inh, TRPC4 block and MrgX1 antagonist (3 entries from above):
smiles	SKKanGAS inh	TRPC4 block	MrgX1 antagonist
O=C(CSc1ncnc2c1oc1ccccc12)Nc1nc2ccccc2s1	-6	i	i
O=C(CCc1nc(-c2ccc(Cl)cc2)no1)NCC1CCCO1 (configuration not stated)	1	i	i
COc1ccc(N2CCN(S(=O)(=O)c3cccc4cccnc34)CC2)cc1	-4	i	i

# (list continues)
SMILES,MrgX1 antagonist,Platelet DG rel,TRPC4 block,MrgX1 allo act,RGS4 pot,HIF activator,SKKanGAS inh,TRPC6 act,RGS4 block,TRPC6 inhibitor,MrgX1 ag
COc1ccc(CCNS(=O)(=O)c2c(C)nc3scc(C)n3c2=O)cc1OC,i,-3,i,i,i,0.6,-1,i,i,i,i
COc1cc(CCC(=O)OCC(=O)Nc2ccccc2F)cc(OC)c1OC,i,-3,i,i,i,-26,-1,i,i,i,i
Cc1ccc(-c2nnn(CC(=O)Nc3cccc4c3CCCC4)n2)o1,i,-1,i,i,i,-3.8,4,i,i,i,i
Cc1ccc(-n2c(Cc3cccn3C)nnc2SCC(=O)NC2CCCCC2)cc1,i,-5,i,i,i,0.0,4,i,i,i,i
CCOC(=O)CCc1c(C)c2ccc(OC3CCCCC3=O)c(C)c2oc1=O (configuration not stated),i,2,i,i,i,-0.9,-3,i,i,i,i
COc1ccc(OC(=O)COc2cc(C)ccc2C)cc1,i,.,i,i,i,-1.8,-4,i,i,i,i
O=C(/C=C1\NC2(CCCC2)Cc2ccccc21)C(=O)N/N=C/c1ccc(O)c(O)c1,i,9,i,i,i,-0.6,15,i,i,i,i
CSC1=N/C(=C\c2c(F)cccc2Cl)C(=O)S1,i,-2,i,i,i,0.6,-1,i,i,i,i
Cc1oc(-c2ccccc2)cc1C(=O)Nc1cccc2ccccc12,i,-6,i,i,i,0.0,2,i,i,i,i
Cc1coc2c(C)c3oc(=O)c(CCC(=O)NCc4ccccn4)c(C)c3cc12,i,-3,i,i,i,0.3,-1,i,i,i,i
Clc1ccc(C2=NOC(c3nnc(-c4ccccc4)o3)C2)cc1 (configuration not stated),i,13,i,i,i,-0.1,-4,i,i,i,i
O=C(Nc1ccc2nc(-c3ccco3)c(-c3ccco3)nc2c1)N1CCN(c2ccccn2)CC1,i,-2,i,i,i,-0.8,14,i,i,i,i
COc1ccc(N(CC(=O)Nc2ccc(Cc3ccncc3)cc2)S(=O)(=O)c2ccccc2)cc1,i,-3,i,i,i,-1.0,4,i,i,i,i
COc1ccc(NC(=O)CSc2nnc(CNc3ccc(C)cc3)n2C)cc1,i,2,i,i,i,1.3,-7,i,i,i,i
Cc1[nH]c2ccccc2c1/C=C/c1cc[n+](C)cc1,.,3,i,.,i,1.2,3,i,i,i,.
CC(C)(C)NS(=O)(=O)c1ccc(C(=O)Nc2ccc3c(c2)OCO3)cc1,i,2,i,i,i,0.3,2,i,i,i,i
Cc1cccc(N2CCN(C(=O)Cc3ccc(-n4c(=O)[nH]c5ccsc5c4=O)cc3)CC2)c1C,i,11,i,i,i,-0.3,14,i,i,i,i
CSc1nc2ccc(NS(=O)(=O)c3ccc4c(c3)OCCO4)cc2s1,i,0,i,i,i,-0.1,1,i,i,i,i
O=c1[nH]snc1-c1c(Cl)cccc1Cl,i,-3,i,i,i,-0.1,-2,i,i,i,i
CC(C)CCn1c(SCC(=O)Nc2ccccc2C(F)(F)F)nc2nccnc2c1=O,i,2,i,i,i,-0.4,1,i,i,i,i
Cc1ccc(NCCC#N)cc1C,i,-2,i,i,i,0.1,-2,i,i,i,i
Cc1ccc(-c2csc(NC(=O)C3CSC4(C)CCC(=O)N34)n2)cc1 (configuration not stated),i,-3,i,i,i,0.1,-3,i,i,i,i
OCC1(Cc2ccc(Cl)cc2)CCN(CCCc2ccccc2)CC1,i,-1,i,i,i,-0.5,9,i,i,i,i
Cc1cc(NC(=O)CSc2cc(Cl)ccc2Cl)n(-c2ccccc2)n1,i,0,i,i,i,-0.3,3,i,i,i,i
COCc1ccc(CN2CCC(n3nccc3NC(=O)CCCc3ccccc3)CC2)o1,i,-5,i,i,i,-0.1,-2,i,i,i,i
SMILES,MrgX1 antagonist,Platelet DG rel,TRPC4 block,MrgX1 allo act,RGS4 pot,HIF activator,SKKanGAS inh,TRPC6 act,RGS4 block,TRPC6 inhibitor,MrgX1 ag
Cc1cc(=O)n(CCO)c(O)c1C#N,i,13,i,i,i,0.1,-1,i,i,i,i
O=S(=O)(c1ccccc1)c1nnn2c1nc(NC1CCN(Cc3ccccc3)CC1)c1ccccc12,i,18,i,i,i,0.7,8,i,i,i,60*
CC(C)NC(=O)N1CCN(c2ccncc2S(=O)(=O)N2CCCCC2)CC1,i,5,i,i,i,-0.4,-1,i,i,i,i
CCOc1ccc2oc(C(=O)N(Cc3nnc(-c4ccccc4Cl)o3)C3CC3)c(C)c2c1,i,-7,i,i,i,0.0,15,i,i,i,i
Cc1ccccc1C(=O)N1CCN(c2ccccn2)CC1,i,1,i,i,i,-0.1,-3,i,i,i,i
Cc1cc(NC(=O)CCOc2ccc(F)cc2)no1,.,-2,i,.,i,0.3,0,i,i,i,.
COc1ccc(-c2noc(CN(C)C(=O)Nc3ccccc3)n2)cc1,i,-6,i,i,i,0.3,-1,i,i,i,i
Cc1[nH]c(C)c(S(=O)(=O)Nc2cccc(Cl)c2C)c1C(=O)N1CCCCC1,i,6,i,i,i,-0.2,1,i,i,i,i
COc1cc(/C=N/NC(=O)c2cccc(S(=O)(=O)N3CCOCC3)c2)cc(OC)c1O,i,19,i,i,i,0.2,-2,i,i,i,i
CCOc1nc2ccccc2nc1NS(=O)(=O)c1ccc(Cl)cc1,i,-4,i,i,i,-1.0,7,i,i,i,i
CCCn1c(N)c(N(CCOC)C(=O)c2cc3c(s2)CCCCC3)c(=O)[nH]c1=O,i,16,i,i,i,0.0,-3,i,i,i,i
CCCCN=Cc1sc2ccc(OCC)cc2c1O,i,1,i,i,i,2.3,-7,i,i,i,i
Cc1ccc2nc(N/C(=N/S(=O)(=O)c3ccc(F)cc3)c3ccccc3)sc2c1,i,5,i,i,i,3.5,51*,i,i,i,i
CCOC(=O)C1=C(O)C(=O)N(Cc2cccnc2)C1c1ccc(OC)cc1 (configuration not stated),i,-3,i,i,i,-0.1,4,i,i,i,i
CC1CC(C)CN(CCCNS(=O)(=O)c2ccc3c(c2)oc(=O)n3C)C1 (configuration not stated),i,5,i,i,i,0.0,9,i,i,i,i
